# Screening data: PubChem, several laboratories
# PolyA inh: polyadenylation inhibitors in yeast reporter cells, primary screen, luminescence, S. cerevisiae; S. cerevisiae SKY197-pL101 polyadenylation reporter, beta-gal luminescence; efflux-impaired pdr1/pdr3 knockout yeast; score 100 = 6 SD above DMSO; calls only at 12 µM; 300,000 compounds, 0.02% hits;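 active = lowest replicate activity score at least 50, where 100 means six control SD above control mean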;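 note: yeast exposed to compound for 9 h at 30 °C; higher score means more reporter readthrough which indicates perturbed polyadenylation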
# AI-2 QS mod: Vibrio harveyi AI-2 quorum sensing modulators, primary screen, JMH597 strain, luminescence/OD600 ratio | 300,000 compounds, 0.4% hits | activity change, % at 7.5 µM | Vibrio harveyi JMH597 AI-2 luminescence/OD600 ratio, 9 h; hits give low values; strain lacks LuxN and CqsS sensors; 0 = neutral-control median; in the data active = activity change below about -75%, passing the limit was not always enough;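 note: luminescence divided by OD600 gain over 9 h not by final OD600 alone; inactives centre near 13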
# aSyn 5UTR inh: MLPCN primary screen, SNCA 5' untranslated region; alpha-synuclein 5'UTR reporter, inhibitor activity; inhibition, % (tested at 7.5 µM); 300,000 compounds, 0.82% hits; in the data active = inhibition above about 60%;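 note: H4 neuroglioblastoma cells stably carrying SNCA 5'UTR luciferase fusion; 0% = DMSO wells and 100% = positive control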
# KLF5 inh: KLF5 expression inhibitors, primary screen, DLD-1 cells, luminescence; DLD-1 KLF5 promoter-luciferase reporter; inhibition, % at 5 µM; 290,000 compounds, 0.23% hits; AID 1700, 2009;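 active = inhibition above a per-plate limit of that plate's mean compound inhibition plus 3 SD, cut at about 60% in these data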;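 note: 0% = DMSO wells and 100% = LY294002 at 200 µM; higher means less KLF5 promoter-driven luciferase light; inactives centre near -14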
# IEC-6 cytotox: cytotoxicity in IEC-6 intestinal epithelial cells, primary screen, cytotoxicity control for KLF5 inhibitor project, cell-based, luminescence; 290,000 compounds, 0.78% hits; inhibition, % at 5 µM; IEC-6 cytotoxicity, luminescence viability; AID 1825, 2009; in the data active = inhibition above about 22%;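 note: 0% = plate median of test compound wells and 100% = cytotoxic reference compound wells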
# HSF1 inhib: HSF1 inhibitors in luciferase reporter cells, primary screen, cell-based, NIH3T3, luminescence | NIH3T3-HGL HSE-luciferase, MG132-induced, luminescence 8 h; hits give low values | activity change, negative = inhibition, % at 7.5 µM (by protocol) | 300,000 compounds, 0.77% hits | AID 2098, 2009;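 active = more than half of replicate wells show activity change below -50%, luminescence cut by over half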;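 note: luciferase reports HSF-1 transcriptional activity via heat shock element; 0% = median of DMSO wells and -100% = zero luminescence signal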
# GSK3beta inhib: human GSK3beta kinase inhibitors, primary screen, biochemical, cell-free homogeneous, HTS; Glycogen synthase kinase-3 beta (Homo sapiens), P49841; GST-GSK3beta kinase, ADP-Glo luminescence, 60 min; hits give low values; activity score (negative = inhibition), % at 10 µM; 300,000 compounds, 0.038% hits; AID 2097, 2009;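 active = more than half of replicate wells score below -50%, meaning over 50% inhibition versus plate controls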;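 note: 0% = median DMSO wells and -100% = median GW8510 positive control wells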
# Target sequence (P49841 whole entry, looked up): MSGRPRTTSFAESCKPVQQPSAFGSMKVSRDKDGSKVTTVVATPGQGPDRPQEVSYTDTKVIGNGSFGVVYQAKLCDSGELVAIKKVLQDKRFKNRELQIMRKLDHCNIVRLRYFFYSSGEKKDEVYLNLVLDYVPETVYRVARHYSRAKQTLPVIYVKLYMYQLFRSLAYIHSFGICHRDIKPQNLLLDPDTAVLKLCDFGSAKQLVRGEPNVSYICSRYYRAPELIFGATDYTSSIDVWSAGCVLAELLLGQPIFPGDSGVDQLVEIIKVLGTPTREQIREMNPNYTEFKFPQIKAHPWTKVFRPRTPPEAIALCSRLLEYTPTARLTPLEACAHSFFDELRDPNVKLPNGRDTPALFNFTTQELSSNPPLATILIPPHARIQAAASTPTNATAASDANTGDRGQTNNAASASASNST
#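 Assay system: GST-fused GSK3beta enzyme, cell-free / Medium: Tris pH 7.5 buffer with MgCl2, DTT, BSA, heparin / Also added: peptide substrate plus 25 µM ATP (final) / Compound: 10 µM single point / Timing: kinase reaction with compound 60 min at room temperature / Detection: ADP-Glo luminescence / Benchmarks: DMSO neutral wells and GW8510 at 20 µM as positive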
# HSF-1 act: HSF-1 activators, primary screen, NIH3T3-HGL cells, MG132 stress, luminescence, single point | NIH3T3-HGL HSF-1 luciferase reporter, 8 h; 100% = twice DMSO control signal | activation, % at 9 µM | 300,000 compounds, 1.7% hits;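 active = mean replicate activation of at least 50% with a set share of replicates each reaching 50%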;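 note: 0% = median of the neutral control wells and 100% = twice that signal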
# HSP90 refold inh: HSP90 inhibitors, primary screen, cell lysate, luminescence; Heat shock protein HSP 90 (rabbit reticulocyte lysate; luciferase refolding); Rabbit reticulocyte lysate, luciferase refolding luminescence, 3 h; inhibition, % at 5.6 µM; 290,000 compounds, 0.91% hits;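 active = inhibition above the screen-wide mean plus 3 SD, computed separately per campaign, cut at about 16% in these data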;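 note: 0% = DMSO wells and 100% = 60 µM geldanamycin wells; inhibitors lower the luminescence because luciferase stays unfolded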
# GSK3A inh: blockers of GSK3A enzyme activity – biochemical, luminescence, cell-free homogeneous, HTS, primary screen. Glycogen synthase kinase-3 alpha (Homo sapiens), P49840. inhibition, % at 10 µM. GSK-3 alpha kinase, ADP-Glo luminescence, 60 min. 320,000 compounds, 0.1% hits;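 in the data active = inhibition above about 50%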;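 note: GST-tagged GSK-3 alpha with peptide substrate and 25 µM ATP; 0% = DMSO neutral wells and 100% = GW8510 positive control wells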
# Target sequence (P49840 whole entry, looked up): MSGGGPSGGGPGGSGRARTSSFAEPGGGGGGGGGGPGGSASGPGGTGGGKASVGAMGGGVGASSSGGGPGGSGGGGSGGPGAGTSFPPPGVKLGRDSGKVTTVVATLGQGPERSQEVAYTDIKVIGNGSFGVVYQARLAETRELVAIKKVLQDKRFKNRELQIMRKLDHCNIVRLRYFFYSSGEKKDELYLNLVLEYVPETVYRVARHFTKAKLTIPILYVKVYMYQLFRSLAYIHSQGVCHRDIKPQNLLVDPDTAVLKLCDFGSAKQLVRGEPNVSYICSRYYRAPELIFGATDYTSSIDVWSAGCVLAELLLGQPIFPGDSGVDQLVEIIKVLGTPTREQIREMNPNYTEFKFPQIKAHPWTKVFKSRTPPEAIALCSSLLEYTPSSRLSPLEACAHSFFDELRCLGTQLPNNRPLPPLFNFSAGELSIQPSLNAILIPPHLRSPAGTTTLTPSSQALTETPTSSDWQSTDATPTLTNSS
# An asterisk follows results filed as active; i = inactive; nt = not tested or not shown.
Structure,aSyn 5UTR inh,GSK3A inh,HSF-1 act,IEC-6 cytotox,HSF1 inhib,HSP90 refold inh,KLF5 inh,AI-2 QS mod,PolyA inh,GSK3beta inhib
CCOC(=O)C1CCN(S(=O)(=O)c2cccc3nonc23)CC1,15.1,-1.9,-13.4,-1.8,-10.4,0.3,-8.7,10.5,i,-4.0
CCOC(=O)c1ccccc1NC(=O)COC(=O)CSc1ccccc1,2.5,4.0,9.7,nt,-8.7,nt,nt,23.9,i,-0.4
COC(=O)c1cc(O)c(O)c(O)c1,-7.6,2.6,-10.2,-3.8,0.0,-4.5,-16.9,1.9,i,3.6
CCOC(=O)/C(C#N)=C\C1=C(N2CCCC2)CC(C)(CC)OC1 (stereo unspecified),31.0,-0.2,-4.8,0.0,-11.3,-0.5,-23.3,0.4,i,2.7
CN1CCN(S(=O)(=O)c2ccc(NC(=O)c3ccc([N+](=O)[O-])cc3)cc2)CC1,-0.4,2.5,5.0,nt,-10.0,nt,nt,7.9,i,1.7
Cc1cc(=O)oc(C)c1C(=O)OCC(=O)c1ccc(Cl)c(Cl)c1,11.4,-5.5,7.4,6.2,10.7,-0.7,-4.6,-1.2,i,0.1
COC(=O)C(C)Sc1nnc(Cc2cc(=O)[nH]c(=O)[nH]2)n1-c1ccc(Cl)cc1 (stereo unspecified),11.5,-2.4,12.2,5.2,-3.6,-1.2,-4.7,8.4,i,3.0
CCCC(c1nnnn1CS(=O)(=O)c1ccc(C)cc1)N1CCN(c2ccccc2)CC1 (stereo unspecified),-14.9,-1.1,13.2,-0.2,1.4,-0.9,-16.3,35.1,i,1.6
CCOC(=O)c1[nH]c2ccc(Cl)cc2c1NC(=O)/C=C/c1ccc2c(c1)OCO2,17.4,-2.8,11.6,-2.2,6.8,-2.6,-13.4,-5.7,i,1.4
O=C(c1ccco1)N1CCN(C(=S)Nc2cc(F)cc(F)c2)CC1,6.8,-0.5,-15.8,-3.8,-2.2,-1.3,-21.9,4.5,i,2.7
Cc1c(C(=O)Oc2ccc(F)cc2)sc2ncn(Cc3cccc(F)c3)c(=O)c12,20.2,-2.5,-4.1,5.9,-4.6,0.3,-14.8,25.8,i,5.9
COc1ccccc1C1CC(=O)Nc2cc(C)c(C)cc21 (stereo unspecified),62.8*,-2.7,24.1,36.3*,-5.5,3.9,-11.2,5.7,i,-1.2
CCCCCCc1nc2ccccc2c(=O)n1NC(=O)c1c(O)c2cccc3c2n(c1=O)CCC3,-14.2,nt,-0.6,-1.3,-11.8,-1.2,-19.1,21.7,i,-1.4
Cc1ccccc1-c1cc(C(=O)N2CCCC2)c2ccccc2n1,6.4,-0.2,-17.8,-2.5,-1.5,1.3,-6.0,10.0,i,-0.3
O=C(/C=C/Nc1ccc(Br)cc1F)c1ccccc1,77.5*,7.6,-35.2,-2.3,-23.9,23.3*,-81.9,6.6,nt,1.7
COc1ccc(C(c2nnnn2C2CCCCC2)N2CCN(c3ccccc3F)CC2)cc1 (stereo unspecified),6.6,7.3,5.7,9.3,0.3,0.2,2.7,20.1,i,1.7
COc1ccc(NC(=O)c2ccc(S(=O)(=O)C(F)F)cc2)c(OC)c1,14.7,-1.7,9.4,-5.4,-6.8,-0.9,6.7,11.6,i,-2.6
Nc1nonc1NC(=O)NN=C1CCCCC1,12.3,1.7,1.4,1.0,-4.8,-2.8,-56.6,-60.9,i,0.7
CCCC1CC(C)(c2csc(Nc3ccc(OCC)cc3)n2)OC1=O (stereo unspecified),-45.4,-2.4,15.5,8.8,2.3,0.3,-28.9,2.8,i,-1.4
CCC1(C)Cc2ccccc2-c2[nH][nH]c(=O)c21 (stereo unspecified),10.0,2.2,17.4,-4.1,-7.7,-3.4,6.5,22.6,nt,1.0
Cc1ccc(S(=O)(=O)n2c([N+](=O)[O-])cnc2C)cc1C,-11.2,2.6,0.3,-6.7,1.4,3.6,-23.1,25.6,i,-0.3
Cc1c(C(=O)O)sc(=S)n1-c1ccc(Cl)cc1,14.3,1.1,-4.5,0.6,0.3,-2.1,-33.0,-2.4,i,2.3
Cc1cc(-c2cc(-c3ccc(Cl)cc3)on2)nc(NCC2CC2)n1,-7.0,4.9,-9.0,nt,-5.3,nt,nt,6.5,i,3.1
COc1ccccc1CNC(=O)C(C)NS(=O)(=O)c1ccc(C)cc1 (stereo unspecified),5.7,-1.3,-34.0,-6.8,-30.4,2.6,11.3,21.5,i,-0.5
CCN1CCN(c2ccc(S(=O)(=O)N3CCOCC3)cc2NC(=O)c2ccccc2SC)CC1,-5.7,1.1,-1.7,nt,-6.8,nt,nt,10.5,i,2.8
Cn1nnnc1SCC(=O)N1CCc2ccccc2C1,nt,-6.5,nt,4.8,nt,0.7,-22.0,nt,nt,nt
O=C(Cn1c2[n+](c3ccc(C(F)(F)F)cc31)CCCCC2)Nc1c(F)cccc1F,-2.4,0.4,-1.1,-5.3,-9.4,-9.9,-10.6,23.7,i,3.0
COC(=O)c1ccc(CN2CCN(CCc3ccccc3)C(CCO)C2)cc1 (stereo unspecified),12.4,-0.2,-78.0,-4.2,-72.0*,-2.8,-3.1,10.5,i,2.8
COc1ccc(-c2cnc(SCC(=O)Nc3cc(C)on3)n2Cc2ccco2)cc1,-3.9,-1.2,4.5,2.0,7.9,-2.8,-17.8,53.2,i,0.7
COc1cc(C2CC(=O)c3cnc(NC(=O)c4ccco4)nc3C2)cc(OC)c1OC (stereo unspecified),-4.7,1.3,12.6,5.7,2.7,2.2,-8.6,nt,i,nt
COc1ccc(/C=C/C(=O)NC(=S)NCC2CCCO2)cc1 (stereo unspecified),-38.8,1.8,-13.7,-1.4,1.4,4.2,-10.4,25.6,i,1.3
Cc1cccc2c(=O)c(C(=O)NCCCN3CCOCC3)c[nH]c12,-8.3,-1.1,-3.7,1.1,-6.5,0.4,-13.0,22.5,i,-1.4
CC1CCCC(NC(=O)COC(=O)CCc2ccccc2)C1C (stereo unspecified),-10.0,-0.2,-4.2,-3.3,-9.4,-2.4,-11.2,-1.8,i,1.3
COc1cccc(C2CC(c3cccs3)=NN2C(=O)CSC2=NN3CCCC(=O)N=C3S2)c1OC (stereo unspecified),6.8,-0.7,-18.1,-7.2,-1.5,-2.4,-13.1,24.8,i,0.4
CN(CC(=O)Nc1cccc(F)c1)C(=O)c1cc2c(s1)CCCCC2,-0.6,-5.5,8.0,nt,1.1,nt,nt,25.5,i,1.3
Oc1ccc(Br)cc1-c1ccnn1-c1ccccc1,-113.8,8.2,33.3,12.0,3.2,-0.8,16.0,37.9,i,-5.8
CC(C)C(C(=O)N1CCN(C(=O)OC(C)(C)C)CC1)n1cc(-c2cn([C@@H](C)C(=O)N3CCN(C(=O)OC(C)(C)C)CC3)nn2)nn1 (stereo partly specified),12.6,nt,-11.8,nt,-12.7,nt,nt,14.7,i,0.3
CCCc1cc(C(=O)Nc2sc3c(c2C(=O)OCC)CCCC3)no1,-24.0,1.5,-3.4,5.3,2.2,1.6,19.8,35.1,i,0.7
O=C1Nc2ccc([N+](=O)[O-])cc2OC1CCN1CCCC1 (stereo unspecified),-12.2,nt,6.8,2.4,-5.4,0.5,-2.8,24.0,i,0.8
Nc1nc(NCc2ccco2)nc(N2CCCC2)c1[N+](=O)[O-],25.0,7.3,-2.2,8.2,-1.1,-0.8,1.2,4.0,i,-1.8
CCOc1ccccc1NC(=S)Nn1cnnc1,-15.0,2.6,32.3,0.4,-0.8,2.6,-14.5,5.7,i,1.5
COc1ccc(S(=O)(=O)NCCN2CCOCC2)cc1[N+](=O)[O-],9.7,-4.7,-18.7,1.7,-7.2,-0.9,-3.2,3.6,i,-3.5
S=c1[nH]nc(-c2ccc(Cl)cc2)n1CC1CCCO1 (stereo unspecified),13.3,-1.7,-7.2,-2.7,-1.5,4.9,-34.2,9.6,i,1.1
COc1ccc(N=Cc2ccc(-c3ccccc3)o2)cc1,-17.3,0.4,-1.2,0.6,-3.4,0.0,4.9,12.1,i,2.3
C=CCN(CC=C)C(=O)COC(=O)c1ccc(Sc2ncn[nH]2)c([N+](=O)[O-])c1,7.4,-1.3,-16.3,-4.3,-7.9,-2.8,-19.9,17.4,i,-1.9
CCOc1ccccc1NC(=O)c1ccccc1-c1nc(-c2ccccc2)no1,-42.7,-7.0,-2.1,-2.3,7.9,-2.7,-18.9,31.8,i,1.4
CN(CC(=O)NCCN1CCN(Cc2ccccc2)CC1)S(=O)(=O)c1cccc2nsnc12,21.6,-0.1,-9.0,2.0,-5.8,-2.1,-21.1,12.1,i,-3.4
COc1cccc(CNC(=O)C2CCC(=O)N(CCc3cccc(F)c3)C2)c1 (stereo unspecified),18.3,-1.6,4.9,1.9,-4.4,-1.4,-41.1,17.3,i,1.9
Cc1c(C(=O)c2ccccc2C(=O)O)sc2ccccc12,1.1,-3.7,16.6,0.6,-1.6,0.8,11.4,26.9,i,5.4
O=C(N1CCN(Cc2ccc3c(c2)OCO3)CC1)C12CC3CC(CC(C3)C1)C2,16.8,1.5,1.8,nt,-8.1,nt,nt,37.5,i,3.2
Cc1ccc(OCc2nnc(SCC(=O)c3ccccc3)n2-c2ccccc2)cc1,14.5,-1.6,18.1,-2.3,6.7,0.1,-1.0,20.4,i,2.9
COCCn1c(=O)c2ccccc2c2ccccc2c1=O,32.2,-0.5,1.0,-1.4,2.8,2.0,-23.6,6.6,i,3.7
CC1CCN(C(=O)CN2C(=O)c3cccc4cccc(c34)C2=O)CC1,-0.5,-2.1,-18.7,5.3,-6.9,-1.9,-30.0,16.9,nt,0.2
CCO[C@H]1OC(C(=O)O)=C[C@@H](c2ccc3c(c2)OCO3)[C@@H]1CCCO,4.1,-0.2,7.7,5.9,-6.2,6.4,6.9,-0.9,i,0.7

# Some of the compounds tested; rates above refer to the full screens.
